# TbREL1 primary: TbREL1 RNA ligase inhibitors, primary screen, biochemical, FRET fluorescence | 89,000 compounds, 0.49% hits | inhibition, % at 9.66 µM | TbREL1 RNA ligation;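 active = inhibition above the mean inhibition across all screened compounds plus 3 SD, cut at about 11% in these data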;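 note: 0% = plate median of test wells and 100% = NSC42067 control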
# Target sequence (P86926 whole entry, looked up): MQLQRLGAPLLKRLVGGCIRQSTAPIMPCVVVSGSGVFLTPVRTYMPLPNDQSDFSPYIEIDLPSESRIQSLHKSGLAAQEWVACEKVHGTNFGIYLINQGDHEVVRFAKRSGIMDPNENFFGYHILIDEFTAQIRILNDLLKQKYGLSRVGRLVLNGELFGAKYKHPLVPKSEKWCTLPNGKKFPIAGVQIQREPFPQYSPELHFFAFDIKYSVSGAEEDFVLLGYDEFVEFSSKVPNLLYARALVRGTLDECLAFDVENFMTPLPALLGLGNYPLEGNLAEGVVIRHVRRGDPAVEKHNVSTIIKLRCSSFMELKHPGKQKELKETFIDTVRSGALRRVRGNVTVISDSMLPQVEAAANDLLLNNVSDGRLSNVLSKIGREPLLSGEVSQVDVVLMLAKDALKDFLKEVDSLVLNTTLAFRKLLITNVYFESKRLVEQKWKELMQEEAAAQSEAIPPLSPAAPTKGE
# * marks the source's active call; other numbers are inactive results. Some of the compounds tested, so the mix of outcomes need not match the whole.
SMILES,TbREL1 primary
Cc1cccc(N2CCN(S(=O)(=O)c3c(C)[nH]c(C)c3C(=O)N3CCCC3)CC2)c1C,-0.6
C[N+](C)(C)CCCN(Cc1ccc2c(c1)OCO2)C(=O)NC1CCCCC1,-5.7
NC(=O)c1ccc(NC(=O)COC(=O)c2ccc3c(c2)OCCO3)cc1,3.3
COc1ccc(NC(=O)c2cccc3c2C(=O)c2ccc(-c4ccc(F)cc4OCc4ccccc4)cc2S3(=O)=O)cc1,2.8
Cc1ccc(-c2cc(C(=O)OCC(=O)N(C)C3CCS(=O)(=O)C3)c3ccccc3n2)o1 (stereo not drawn),1.0
CCO[C@@H]1OC(C(=O)NCc2ccccc2)=C[C@H](c2ccc3c(c2)OCO3)[C@H]1CCCO,-3.1
CC(c1ccco1)N(C(=O)COc1ccc(Cl)cc1)c1ccccn1 (stereo not drawn),-0.2
Cc1ccc(Cn2c(C)c(C(=O)NCc3cccs3)sc2=O)cc1,1.1
CCOC(=O)N1CCN(c2ncnc3nc[nH]c23)CC1,4.4
CCSc1nnc([C@@H](NC(=O)OC(C)(C)C)C(C)C)o1,2.5
CC1(C(=O)Nc2ccccc2F)CCN1C(=O)Cc1cc(F)ccc1F (stereo not drawn),-2.1
CN1C2CCC1/C(=C\c1ccc(F)cc1)C(=O)/C2=C/c1ccc(F)cc1,2.5
O=C(Cc1ccc(Cl)c(Cl)c1)Nc1ccccc1N1CCOCC1,-3.0
CCC(=O)Nc1ccc2nc(C3CC3)n(Cc3ccccc3)c(=O)c2c1,3.3
CN(C)c1nc(Oc2ccc(=O)[nH]n2)nc(N2CCOCC2)n1,5.9
O=C(Cn1cnc2c(cnn2-c2ccccc2)c1=O)NCc1ccccc1,-0.7
Cc1ccn2c(=O)nc(SCc3cccc(C(F)(F)F)c3)nc2c1,1.8
Cc1ccc2c(c1)N(CC(=O)N1CCOCC1)C(=O)C(C)O2 (stereo not drawn),2.0
O=C(NCc1cccnc1)c1c(O)c2cccc3c2n(c1=O)CCC3,-4.5
OC1(CN2CCOCC2)C2CN3CCN(C2)CC1(c1ccccc1)C3 (stereo not drawn),0.8
Cc1ccc(OC2CCN(C(=O)[C@H]3O[C@@H](n4ccc(N)nc4=O)[C@H](O)[C@@H]3O)CC2)cc1,1.0
O=C(CN1CCN(c2ccccc2)CC1)NC(=O)NCc1ccccc1,-1.1
CC1(C)NC(=O)N(CC(O)CNC23CC4CC(CC(C4)C2)C3)C1=O (stereo not drawn),-0.5
N#C/C(=C/c1ccc(N2CCCCC2)cc1)c1cccc(F)c1,-0.3
N#CC1=C(N)NC(SCc2ccccc2)=C(C#N)C12CCCC2,-2.5
COc1ccc(C/C(N)=N/OC(=O)COc2ccccc2C)cc1,0.0
CC[C@H](C)[C@H]1CNC(=S)N1CC1CCN(CCCCc2ccccc2)CC1,-3.1
COC(=O)c1ccc(C2C(Oc3ccc(OC)cc3)C(=O)N2CCc2ccc(F)cc2)cc1 (stereo not drawn),-0.7
COc1cc2cc(C(C)(C)O)oc(=O)c2cc1OC,0.3
CC(C)(C)c1ccc(C(=O)NNC(=O)CCc2ccccc2)cc1,-3.2
CC(C)CCN1C(=O)COc2ccccc2C1c1nnnn1-c1ccc2c(c1)OCCO2 (stereo not drawn),1.6
Cc1cc(NC(=O)CSc2ccccn2)no1,0.4
Cc1cccc(/C=C/c2onc(C)c2S(=O)(=O)N2CCC(C(=O)NC(C)(C)C)CC2)c1,-2.1
COc1ccc(S(=O)(=O)NC(CC(=O)NCc2ccco2)c2ccco2)cc1 (stereo not drawn),0.6
CCN(CCO)Cc1csc2ccc(Cl)cc12,-0.1
CC(C)C[C@@H]1COc2cc(N3CCC[C@H]3CO)ccc2S(=O)(=O)N1,2.1
Cn1c2ccccc2c(=O)c2cc(C#CC3(O)CCCCC3)ccc21,-0.9
CCOC(=O)c1cc(-c2nnc(-c3ccc(Oc4ccccc4)cc3)o2)c(C)nc1C,0.0
O=C(CN1CCOc2ccccc21)NCc1ccc(F)cc1,-2.6
COc1ccc(CNc2ccc(C)c(C)c2)c(OC)c1OC,-6.9
O=C(NCc1ccco1)O[C@H]1CC[C@@]23CCCN2C(=O)CCC[C@H]3C1,2.2
CCN(C(=O)COC(=O)c1c(NC(C)=O)sc(C)c1C)C1CCS(=O)(=O)C1 (stereo not drawn),-1.1
CC(C)CN1CCC(=O)N(CCSc2ccc(Br)cc2)CC1,-1.4
CCC1(c2ccc(C)cc2)NC(=O)N(CC(=O)Nc2cccc(S(=O)(=O)N3CCCC3)c2)C1=O (stereo not drawn),-1.8
Cc1cc(C)n(C2CC(=O)N(c3ccccc3)C2=O)n1 (stereo not drawn),-3.9

# 19 compounds already listed, sorted by formula weight, lowest first.
SMILES,TbREL1 primary
COc1cc2cc(C(C)(C)O)oc(=O)c2cc1OC,0.3
O=C(CN1CCOc2ccccc21)NCc1ccc(F)cc1,-2.6
CN(C)c1nc(Oc2ccc(=O)[nH]n2)nc(N2CCOCC2)n1,5.9
N#CC1=C(N)NC(SCc2ccccc2)=C(C#N)C12CCCC2,-2.5
Cn1c2ccccc2c(=O)c2cc(C#CC3(O)CCCCC3)ccc21,-0.9
O=C(NCc1cccnc1)c1c(O)c2cccc3c2n(c1=O)CCC3,-4.5
OC1(CN2CCOCC2)C2CN3CCN(C2)CC1(c1ccccc1)C3 (stereo not drawn),0.8
O=C(NCc1ccco1)O[C@H]1CC[C@@]23CCCN2C(=O)CCC[C@H]3C1,2.2
CCC(=O)Nc1ccc2nc(C3CC3)n(Cc3ccccc3)c(=O)c2c1,3.3
Cc1ccn2c(=O)nc(SCc3cccc(C(F)(F)F)c3)nc2c1,1.8
O=C(CN1CCN(c2ccccc2)CC1)NC(=O)NCc1ccccc1,-1.1
CC(C)C[C@@H]1COc2cc(N3CCC[C@H]3CO)ccc2S(=O)(=O)N1,2.1
NC(=O)c1ccc(NC(=O)COC(=O)c2ccc3c(c2)OCCO3)cc1,3.3
O=C(Cn1cnc2c(cnn2-c2ccccc2)c1=O)NCc1ccccc1,-0.7
CC1(C(=O)Nc2ccccc2F)CCN1C(=O)Cc1cc(F)ccc1F (stereo not drawn),-2.1
CC(C)CN1CCC(=O)N(CCSc2ccc(Br)cc2)CC1,-1.4
CC(C)CCN1C(=O)COc2ccccc2C1c1nnnn1-c1ccc2c(c1)OCCO2 (stereo not drawn),1.6
CCO[C@@H]1OC(C(=O)NCc2ccccc2)=C[C@H](c2ccc3c(c2)OCO3)[C@H]1CCCO,-3.1
Cc1ccc(-c2cc(C(=O)OCC(=O)N(C)C3CCS(=O)(=O)C3)c3ccccc3n2)o1 (stereo not drawn),1.0

# (listing goes on)
SMILES,TbREL1 primary
CC/C(=N/NC(=O)CCC(=O)Nc1ccccc1OC)c1ccccc1,1.7
Cc1nnc(SCC(=O)Nc2ccc(F)cc2)n(N)c1=O,2.3
NC(=O)N1CCc2ccccc21,5.4
Cc1cc(Br)ccc1NC(=O)CN(C)C(=O)CN1C(=O)NC2(CCCC2)C1=O,-0.9
O=S1(=O)c2ccc(N3CCC[C@H]3CO)cc2OCCCN1C1CC1,-3.6
CC(C)CN(C(=O)COC(=O)C12CC3CC(CC(O)(C3)C1)C2)c1c(N)n(Cc2ccccc2)c(=O)[nH]c1=O,-5.2
CCN(CC)c1ccc(C(=O)c2cnc(/N=C/N(C)C)s2)cc1,-2.5
CCOC1=C2[C@@H](CN(S(=O)(=O)c3ccc(C)cc3)[C@H]2c2ccc(CC)cc2)[C@H]2C(=O)N(c3ccccc3)C(=O)[C@H]2C1,1.9
COc1ccc(CN(C)C(=O)c2ccc(COc3ccccc3)cc2)c(OC)c1,-2.4
CC(C)(C)c1ccc(OCCC(=O)OCC(=O)NCc2ccccc2)cc1,0.9
COc1cccc(-c2cnc3c(NC(C)=O)cc(-c4cccc(NS(C)(=O)=O)c4)cn23)c1,-2.4
C[C@@H]1CN([C@@H](C)CO)C(=O)c2cc(NC(=O)c3ccccc3)ccc2O[C@@H](C)CCCCO[C@@H]1CN(C)Cc1ccc(C(F)(F)F)cc1,2.8
Cc1nn(C)c(C)c1S(=O)(=O)N1CCC(C(=O)NC(C)c2ccccc2)CC1 (stereo not drawn),-1.6
COc1ccc(-c2csc(NC(=O)CN3C(=O)NC4(CCCC4)C3=O)n2)cc1OC,-1.1
COc1ccc(OCc2cc(C(=O)NC3CCOC(C)(C)C3)no2)c2ccccc12 (stereo not drawn),-1.6
COc1ccc(NC(=O)C2C3CCC4C(CCC32)C4(Cl)Cl)cc1 (stereo not drawn),-1.0
O=c1c(/C=N\NS(=O)(=O)c2ccccc2)coc2ccc(Cl)cc12,-2.9
COc1ccc(NC(=O)NN(C(=O)c2ccccc2)C(C)(C)C)cc1,2.6
CCOC(=O)c1cnc(SCC(=O)N2CCC(C(N)=O)CC2)nc1N,0.6
CCN1CCN(C(=O)C2CCN(c3nnc(-n4c(C)ccc4C)s3)CC2)CC1,-5.7
CCN1CCc2c(OCC(=O)Nc3cccc(C)c3C)cccc2C1=O,-1.6
COc1ccccc1CC(=O)Nc1ccccc1O,-5.0
CC(=O)NC(CC(C)C)C(=O)NC(=O)NCc1ccccc1 (stereo not drawn),2.7
COc1ccc(OC)c(NC(=O)CSc2ccc3ccccc3c2)c1,0.8
CCC(=O)Nc1cc(C(=O)OC(C(=O)c2ccc(C)c(C)c2)c2ccccc2)ccc1C (stereo not drawn),1.8
CC(C)C[C@H]1CNC(=S)N1C[C@H]1CCCN1C[C@H](Cc1ccc(O)cc1)N1C[C@H](Cc2ccc(O)cc2)N(CC2CCCCC2)C1=S,-4.9
CCOC(=O)c1ccc(COC(=O)c2cc3ccccc3oc2=O)o1,3.8
O=C(Nc1ccccc1)C1=C[C@@H](c2ccccc2)C[C@@H](OCc2ccc(CO)cc2)O1,-2.7
C[C@H]([C@H](O)c1ccccc1)N(C)C(=O)CN,-2.0
Cc1cc(N)nc(SCC(=O)N2C(C)CCCC2C)n1 (stereo not drawn),-3.0
Cc1ccc(NC(=O)Cn2nc(C)c(S(=O)(=O)N(C)C)c2C)cc1C,3.5
COc1ccccc1NS(=O)(=O)c1ccc2c(c1)N(C(C)=O)CC(C)S2 (stereo not drawn),-0.9
COc1ccc(N2CCN(CC(=O)N3CCC(C)CC3)CC2)cc1,-2.4
Cc1ccc(C(=O)OCC(=O)NCc2cccs2)s1,1.9
CC(C)OC(=O)C(C#N)c1nc2ccccc2nc1N1CCN(Cc2ccccc2)CC1 (stereo not drawn),2.4
Cc1cc(C)n(CCNC(=O)c2ccc3c(c2)OCO3)n1,-1.0
O=C(CCn1cccc1)Nc1cc(F)ccc1F,-2.2
N#Cc1cn(Cc2ccncc2)c(=O)[nH]c1=O,-0.4
CCN(CC)C(=N)N1c2ccccc2CCC1C (stereo not drawn),5.9
Cc1cc(C)c2c(N)c(C(=O)Nc3cccc(C)c3C)sc2n1,-1.6
O=C(C[C@H]1C[C@H](C(=O)N2CCOCC2)[C@@]2(CCC3CCCC3)c3[nH]c4ccc(Cl)cc4c3CCN2C1=O)NCCCn1ccnc1,-3.8
O=C(c1cc(-c2ccc(Cl)cc2)nc2ccccc12)N1CCOCC1,-3.4
COc1ccc(C(=O)Nc2ccccc2C(=O)NCc2cccnc2)cc1,5.1
O=C(Nc1ccc2c(c1)C(=O)NC2=O)c1ccc(S(=O)(=O)N2CCCC2)cc1,6.5
COC(=O)CCC(=O)OC1(C)C(=O)C=C2C=C(C3CC3)N(Cc3ccc4c(c3)OCO4)C=C2C1=O (stereo not drawn),-0.7
COc1cccc(NC(=O)C2C3C=CC4(O3)C2C(=O)N(CCN2CCCCC2)C4C(=O)NC2CCCCC2C)c1 (stereo not drawn),3.3
COC(=O)CSc1nnc(C)n1-c1cccc(C#N)c1,-0.6
Cc1onc(-c2ccccc2)c1C(=O)NC(CC(=O)O)c1ccc(OC(C)C)cc1 (stereo not drawn),2.4
C=CCn1cc(C(=O)N2CCc3ccccc3C2)c(=O)c2cc(S(=O)(=O)N(CC)CC)ccc21,-3.0
Cc1ncoc1C(=O)N1CCc2c([nH]c3ccccc23)C1C1CCCCC1 (stereo not drawn),5.7
CCSc1nnc(NC(=O)c2c(C)noc2C)s1,4.5
CCOC(=O)Nc1nnc(/C=C/c2ccc(OC)cc2)s1,7.0
O=C(CSc1nc2c(c(=O)n1-c1ccc(F)cc1)SCC2)NCc1ccco1,-3.6
COc1ccc(-c2nnc(SCC(=O)N3CCCC3=O)n2N)cc1OC,0.0
Cc1nc2c(F)c(F)c(C(F)(F)F)c(F)c2[nH]1,-2.3
COC(=O)c1ccc(Cn2cnc3c(Cl)ncnc32)cc1,2.0
CC(C)c1cc[n+](-c2nc([O-])sc2C=O)cc1,-1.6
CN(C(=O)CC1C(=O)NCCN1Cc1cccc(F)c1F)C1CCOCC1 (stereo not drawn),-1.5
C/C(=N\NC(=O)c1c(Br)c(C)nn1C)c1ccc(NC(=O)C(C)Oc2ccc(Cl)cc2C)cc1 (stereo not drawn),3.2
Cc1cc(N)n(-c2nc(-c3cccnc3)nc3ccccc23)n1,0.8

# (further entries)
SMILES,TbREL1 primary
CCCc1ncc(C(O)c2ccccc2OC)n1C (stereo not drawn),-3.8
CCOC(=O)c1c(/N=C/c2cc(C)ccc2O)sc2c1CCC2,-1.3
COc1ccc(NC(=O)C2CCN(S(C)(=O)=O)CC2)c(OC)c1,3.2
CC(C(=O)O)N1C(=O)c2ccccc2C1=O (stereo not drawn),1.3
COc1ccc(N2C(=O)C3C4C=CC(C4)C3C2=O)c([N+](=O)[O-])c1 (stereo not drawn),-0.2
CCCCC(=O)NC(c1ccco1)c1c(O)ccc2ccccc12 (stereo not drawn),-0.3
Cc1ccnc(NC(=O)CNC(=O)c2ccc(Br)o2)c1,1.4
CCCCn1c(N)c(N(CC(C)C)C(=O)CSc2nn(-c3ccc(F)cc3)c(=S)s2)c(=O)[nH]c1=O,-3.7
O=C(Nc1cccc(F)c1)C1CCN(C(=O)NCc2ccccc2)CC1,-4.0
CS(=O)(=O)N1CCN(c2ccc(NC(=O)c3cccnc3Cl)cc2)CC1,-2.6
O=C(COCc1ccccc1)NC1CCCCN(Cc2ccc(Cl)cc2)C1=O (stereo not drawn),0.2
COc1ccc(CNC(=O)C(=O)NCC2OCCN2S(=O)(=O)c2ccccc2)cc1 (stereo not drawn),1.5
O=C(COc1ccc(Br)cc1)NCC1COc2ccccc2O1 (stereo not drawn),0.7
COCCN(CC(=O)Nc1cccc(C)c1C)C(=O)c1ccc2c(c1)OCO2,3.4
